Bioassay records from PubChem.
Rab2A wt mod – changes GTP binding to wildtype dog Rab2A, up or down; P61105; GST-Rab2 wt beads, Bodipy-GTP binding, flow cytometry; GTP binding activity, % at 10 µM; 190,000 tested, 0.19% active; AID 760;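 active means GTP binding activity at least 20 points away from 100%, either lowered or raised; inconclusive means signal likely due to the compound's own green fluorescence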;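 further: 0% = beads with excess unlabeled GTP and 100% = no-compound control corrected for plate trend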
Bfl-1 Bim block – human Bim-Bfl-1 interaction inhibition | Q16548 | Bead-based flow cytometry, Bim-Bfl-1 binding inhibition | inhibition, % at 10 µM | 190,000 tested, 0.12% active;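 further: 0% = wells without compound plus tracer and 100% = blocker peptide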
Cdc42 wt GTP – changes GTP binding to wildtype human Cdc42 | P60953 | GST-Cdc42 beads, Bodipy-GTP binding, flow cytometry; actives lie on both sides | percent activity (GTP binding), % at 10 µM | 190,000 tested, 0.2% active | AID 761;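 active means percent activity GTP binding at least 20 points away from the 100% baseline, either down as inhibitor or up as activator; inconclusive means compound flagged as likely green fluorescent from well-wide comparison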;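 further: median bead fluorescence of bound Bodipy-FL-GTP at 100 nM; 0% = excess unlabeled GTP control and 100% = no compound control; below 100% means less GTP binding so inhibitor and above means activator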
Target sequence (P60953 whole entry, looked up): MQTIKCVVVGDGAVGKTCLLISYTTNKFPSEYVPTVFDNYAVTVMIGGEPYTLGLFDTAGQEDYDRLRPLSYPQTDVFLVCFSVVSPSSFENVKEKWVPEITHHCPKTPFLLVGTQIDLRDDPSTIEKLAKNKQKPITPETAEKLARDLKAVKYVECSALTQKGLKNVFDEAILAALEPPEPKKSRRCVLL
Bcl-B Bim block – disrupts Bim peptide binding to human Bcl-B. Q9HD36. bead-based flow cytometry. inhibition, % at 10 µM. 190,000 tested, 0.073% active. AID 951;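 further: 0% = tracer peptide without compound and 100% = reference inhibitor peptide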
Target sequence (Q9HD36 whole entry, looked up): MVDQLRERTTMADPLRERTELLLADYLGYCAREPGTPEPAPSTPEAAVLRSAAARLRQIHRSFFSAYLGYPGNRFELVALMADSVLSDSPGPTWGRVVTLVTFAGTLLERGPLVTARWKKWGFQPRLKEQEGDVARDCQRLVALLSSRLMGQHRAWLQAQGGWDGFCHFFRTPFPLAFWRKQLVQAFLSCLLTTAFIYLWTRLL
Rab7 wt GTP bind – alters GTP binding to wildtype dog Rab7. GST-Rab7 beads, fluorescent GTP binding, flow cytometry; actives lie on both sides; untreated = 100%, excess cold GTP = 0%. GTP binding activity (percent of control), % at 10 µM. 190,000 tested, 0.055% active;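 active means fluorescent GTP binding to Rab7 beads changed by at least 20 points from the 100% baseline, either direction, mostly lower; inconclusive means compound itself probably fluorescent, or too few beads counted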;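 further: median green fluorescence of bound Bodipy-FL-GTP per Rab7 bead population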
Bim-Bcl-2 – disrupts Bim peptide binding to human Bcl-2; inhibition, % at 10 µM; P10415; Bead-based flow cytometry, Bim peptide-Bcl-2 binding; 190,000 tested, 0.06% active; in the data active means inhibition above about 40%; inconclusive means no clear call, values can overlap the other calls;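 further: 0% = no compound wells with probe peptide and 100% = reference peptide inhibitor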
Rac1 mut GTP – human Rac1 activated mutant GTP binding change; P63000; GST-Rac1 activated beads, fluorescent GTP binding, flow cytometry; actives lie on both sides; 100% means binding = to untreated wells; percent activity (GTP binding), % at 10 µM; 190,000 tested, 0.11% active;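 active means GTP binding at least 20 percentage points away from the 100% baseline, in either direction, so actives lie on both sides; inconclusive means Compound likely fluorescent itself, or too few beads counted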
HRas wt GTP – changes GTP binding to wildtype human HRas | GST-Ras wt beads, Bodipy-FL-GTP binding, flow cytometry; actives lie on both sides | GTP binding activity, % at 10 µM | 190,000 tested, 0.14% active | AID 759;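 active means GTP binding activity at least 20% away from the 100% baseline, either lowered as inhibitor or raised as activator; inconclusive means flagged as likely green fluorescent, judged across all proteins in the well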;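 further: 0% = unlabeled GTP competition control and 100% = no-compound control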
Target sequence (P01112 whole entry, looked up): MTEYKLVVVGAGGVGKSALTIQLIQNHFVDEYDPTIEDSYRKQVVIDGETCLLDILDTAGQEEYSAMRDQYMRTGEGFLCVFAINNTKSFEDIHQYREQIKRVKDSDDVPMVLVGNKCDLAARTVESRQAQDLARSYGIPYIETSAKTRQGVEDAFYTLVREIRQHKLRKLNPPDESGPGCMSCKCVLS
Bcl-W Bim block – human Bim-Bcl-W interaction inhibition; Q92843; bead-based flow cytometry, Bim peptide-Bcl-W binding; inhibition, % at 10 µM; 190,000 tested, 0.02% active; AID 952;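 further: 0% = bound tracer without compound and 100% = peptide blocker; higher means less fluorescent Bim peptide bound to Bcl-W beads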
Target sequence (Q92843 whole entry, looked up): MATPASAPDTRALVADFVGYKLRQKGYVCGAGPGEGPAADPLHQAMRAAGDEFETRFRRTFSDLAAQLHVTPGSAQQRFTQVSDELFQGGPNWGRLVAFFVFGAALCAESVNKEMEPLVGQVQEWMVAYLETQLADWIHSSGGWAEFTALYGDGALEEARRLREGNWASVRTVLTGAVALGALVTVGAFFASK
Bim-Bcl-XL – human Bim-Bcl-XL interaction inhibition; Q07817; Bim peptide-Bcl-XL binding, bead flow cytometry, fluorescence; inhibition, % at 10 µM; 190,000 tested, 0.04% active
Target sequence (Q07817 whole entry, looked up): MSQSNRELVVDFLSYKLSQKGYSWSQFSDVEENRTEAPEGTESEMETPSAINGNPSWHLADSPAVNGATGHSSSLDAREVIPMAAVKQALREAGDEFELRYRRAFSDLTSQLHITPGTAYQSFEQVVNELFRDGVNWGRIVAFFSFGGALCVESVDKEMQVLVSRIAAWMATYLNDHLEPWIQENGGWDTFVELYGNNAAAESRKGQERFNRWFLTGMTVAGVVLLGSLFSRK
Rac1 wt modul – human Rac1 wildtype GTP binding, inhibitors and activators; 190,000 tested, 0.27% active; AID 757; GTP binding activity (% of control), % at 10 µM; GST-Rac1 beads, fluorescent GTP binding, flow cytometry; actives lie on both sides; 0 = cold GTP competed, 100 = untreated; P63000;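 active means GTP binding activity at least 20 points away from the 100% control level, either lower or higher; inconclusive means compound flagged as likely green fluorescent, judged across all proteins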
* = called active by the depositor; ? = inconclusive. Unless noted, no stated cut-off is given here; in the data, active means inhibition above about 40%.

SMILES	Rab2A wt mod	Bfl-1 Bim block	Cdc42 wt GTP	Bcl-B Bim block	Rab7 wt GTP bind	Bim-Bcl-2	Rac1 mut GTP	HRas wt GTP	Bcl-W Bim block	Bim-Bcl-XL	Rac1 wt modul
Cc1cccc(NC(=O)CN2C(=O)N/C(=C/c3ccc(C)o3)C2=O)c1	100	5	101	6	102	4	101	100	8	7	102
O=C(NC1CCC(c2ccccc2)CC1)c1cccnc1 (stereo not given)	95	-14	94	-9	94	-5	98	94	-2	-4	96
CCC1CCCCN1Cc1ccc(CNS(=O)(=O)c2ccc3c(c2)oc(=O)n3C)o1 (stereo not given)	99	-1	100	1	92	1	99	98	0	1	100
COc1ccc(CC(=O)Nc2ccc(OC(C)=O)cc2C(=O)O)cc1	95	2	87	0	99	0	91	92	-4	-4	91
Cc1nc2sc(C(c3ccccc3)N3CCN(c4ccccc4F)CC3)c(O)n2n1 (stereo not given)	102	-11	107	-8	105	-11	102	105	2	-1	109
Cc1ccc(NC(=O)CCCN2C(=O)/C(=C/C=C/c3ccccc3)SC2=S)cc1	99	-3	99	-16	101	7	98	99	0	2	102
O=S(=O)(c1ccc(Cl)cc1)N1CCN=C1SCc1ccc(Cl)c(Cl)c1	93	3	101	-6	98	-8	96	96	-2	-3	100
O=C(Nc1ccccc1F)c1cc2nc(C(F)F)cc(C(F)F)n2n1	99	2	99	2	99	-1	98	100	1	0	101
Cc1nn2c(NCCOCCO)c3c(nc2c1-c1ccccc1)CCCC3	101	-1	100	1	101	-2	101	101	-1	-2	102
CCCn1c(N2CCN(C)CC2)nc2c1c(=O)[nH]c(=O)n2C	99	5	100	-3	99	25	100	100	3	6	104
COc1ccc(N2CCN(C(=O)CCSCc3ccccc3F)CC2)cc1	96	-2	91	1	89	3	92	92	0	-1	93
COC(=O)c1[nH]c2ccccc2c1NC(=O)CN1CCCc2ccccc21	102	-6	103	-3	100	-4	98	104	-3	-3	104
Cc1nc(N)c(Br)c(C)c1Br	98	-2	98	0	106	-4	97	96	-2	0	96
Oc1[nH]c2ccccc2c1N=NC(=S)NCCc1ccccc1	97	-11	96	-18	95	-2	99	97	-4	-4	95
Nc1nnc(SCc2ccccc2F)n1-c1ccccc1	94	0	100	0	92	-1	95	99	1	0	97
CC(CC(=O)c1cccs1)CC(=O)c1cccs1	97	-12	97	-6	100	-12	92	97	-1	-3	97
CN(c1cccc(NC(=O)CN2C(=O)c3ccccc3S2(=O)=O)c1)S(C)(=O)=O	101	-16	99	-7	101	-9	100	100	0	-4	103
O=C(Nc1ncccc1Cl)c1cccc(F)c1	102	1	99	2	103	4	97	99	3	-1	101
CCOC(=O)CSc1nnc(CNC(=O)c2ccc(OC)cc2OC)n1-c1ccc(OC)cc1	104	-12	106	-3	106	-5	103	105	0	0	106
Cc1nn(-c2ccccc2)c(Cl)c1C(=O)NCC(C)C	103	-15	104	-7	97	-7	99	100	0	-2	106
O=C(CO/N=C1\CCCc2nonc21)Nc1ccc(Br)cc1	?	-15	?	-6	?	-6	?	?	-5	-3	?
CCOc1ccccc1N1CCN(CC(O)COc2ccc3c(C)cc(=O)oc3c2)CC1 (stereo not given)	104	-2	104	0	104	-2	100	104	-1	-2	102
C/C(=N\N=C(c1ccccc1)c1ccccc1)c1ccco1	99	0	96	0	105	-1	95	99	-1	-2	97
CCC(CC)NC(=O)Cc1ccccc1OC	97	-7	97	-7	98	-4	98	102	1	-5	101
N#Cc1c(NC(=S)NC(=O)C2CCCC2)sc2c1CCCCC2	96	1	99	-9	95	-2	98	97	-6	-8	102

New compounds follow
SMILES	Rab2A wt mod	Bfl-1 Bim block	Cdc42 wt GTP	Bcl-B Bim block	Rab7 wt GTP bind	Bim-Bcl-2	Rac1 mut GTP	HRas wt GTP	Bcl-W Bim block	Bim-Bcl-XL	Rac1 wt modul
Cc1ccc(NC(=O)CCn2cnc3ccccc3c2=O)cc1Cl	104	-11	104	5	102	-4	101	102	12	3	108
N/C(=N/O)c1cccn1Cc1ccccc1[N+](=O)[O-]	96	-4	99	-4	97	-5	97	97	-1	-3	100
CSc1ccccc1NC(=O)CO/N=C(\C)c1cc2ccccc2o1	98	-10	96	-3	93	-8	97	96	-4	-4	97
Cc1cc(Nc2ccccc2)nn1C(=O)c1ccc(Cl)cc1	93	-14	95	-1	97	-8	95	97	4	-4	97
O=C(Nc1ccc(Cl)cn1)Nc1ccc(Cl)cn1	106	-3	105	-3	107	-2	97	103	0	0	101
Cc1ccc(-c2csc(N/N=C/c3ccco3)n2)c(C)c1	102	-1	103	-6	100	-4	102	102	-3	-5	102
O=C(O)C1(P(=O)(c2ccccc2)c2ccccc2)CCC1	95	0	94	-3	95	-1	94	97	0	-1	96
N/C(=N\OC(=O)Cc1cccs1)c1ccc([N+](=O)[O-])cc1	98	0	99	-4	100	-1	99	100	-1	-6	104
O=C1c2cccc(OCC(=O)N3CCCc4ccccc43)c2CCN1Cc1ccc(F)cc1	98	-5	97	1	99	-3	97	99	0	-1	103
Nc1nonc1C(=O)NCCNC(=O)c1ccccc1F	99	-21	103	-7	98	-11	99	99	-1	-6	100
C(=N\n1cnnc1)/c1ccc(-c2ccccc2)cc1	100	-2	103	-4	97	0	99	99	-8	-6	106
Cc1ccc(CSC2=NCCN2C(=O)C2CC2)cc1	95	-6	96	-10	93	-9	94	97	-2	-4	93
COc1cccc2sc(NNC(=O)C3=COCCO3)nc12	99	-4	99	-13	105	-3	99	97	0	-3	101
Cc1nc2cc(C(=O)O)ccc2s1	103	-1	103	-3	105	-5	98	104	-1	-2	103
O=C(c1cc(-c2cccnc2)nc2ccc(Br)cc12)N1CCN(c2ncccn2)CC1	99	-8	103	-7	100	-5	101	101	2	-4	103
CCCCOC(=O)Nc1ccccc1C(N)=O	103	-19	104	-7	98	-12	100	100	0	-7	109
O=C(Oc1ccc2c(=O)c(Cl)coc2c1)c1ccncc1	94	-3	96	2	94	3	94	94	4	2	97
CN(C)/C=N/c1ncc(C(=O)c2ccc(Cl)cc2Cl)s1	94	-3	96	-2	97	3	95	96	0	0	100
Cc1nn(C)c(C(=O)N/N=C/c2ccc(C(F)(F)F)cc2)c1[N+](=O)[O-]	99	-3	99	-4	99	-5	100	100	-6	-8	102
CCCCN(CC)CCNC(=O)c1[nH]c(C)c(C(C)=O)c1C	102	-21	105	-7	100	-15	100	102	-2	-9	105
CCOc1ccc(-n2cc(C(=O)Nc3ccc(Cl)cn3)c3cc(OC)c(OC)cc3c2=O)cc1	101	-2	101	-4	96	0	101	101	-3	-4	106
CCOc1ccc2c(c1)C(C)=CC(C)(C)N2C(=O)Nc1ccccc1	97	9	98	7	101	9	94	99	7	7	100
COc1ccccc1CNCC(=O)Nc1ccc(N2CCOCC2)cc1	101	0	99	1	99	1	102	103	0	0	101
O=C1CSC(=Nc2ccccc2)N1Cc1ccccc1	97	-2	91	-2	96	-3	94	94	-1	-1	96
COc1ccc(N2C(=O)CSC2c2ccccc2[N+](=O)[O-])cc1 (stereo not given)	98	0	93	-1	95	-2	97	98	0	-1	100

(list continues)
SMILES	Rab2A wt mod	Bfl-1 Bim block	Cdc42 wt GTP	Bcl-B Bim block	Rab7 wt GTP bind	Bim-Bcl-2	Rac1 mut GTP	HRas wt GTP	Bcl-W Bim block	Bim-Bcl-XL	Rac1 wt modul
COC(=O)c1ccccc1N(C)S(=O)(=O)c1cc2c(cc1C)OCC(=O)N2	99	-6	98	-6	103	0	98	96	-4	-4	102
CCOC(=O)c1ccc2nc(NC(C)=O)sc2c1	98	-6	100	-7	95	-2	98	99	-1	-2	104
CCCC(=O)C1C(=O)CC(CC(C)SCC)CC1=O (stereo not given)	100	0	106	-1	100	1	103	103	0	-1	109
Cc1ccc2oc(=O)c3cnn(CC(=O)NC4CCN(Cc5ccccc5)CC4)c3c2c1	101	-9	103	-4	97	-3	101	102	-3	-5	103
COCCn1nnnc1SCC(=O)NCc1ccc2c(c1)OCO2	94	-4	92	-8	90	-3	97	93	-2	-7	95
COC(=O)c1ccccc1S(=O)(=O)N1CCn2cccc2C1C (stereo not given)	102	-1	100	4	100	3	100	98	1	-2	103
Cc1nn(Cc2ccc(Cl)cc2)c(C)c1NC(=O)c1cc(-c2ccco2)on1	98	-9	98	-8	97	-7	98	98	-1	-5	96
O=C(COC(=O)C1CC(O)CN1S(=O)(=O)c1ccc(Cl)cc1)c1cccc(Cl)c1 (stereo not given)	99	0	99	1	97	1	98	100	1	-5	101
NNc1nc2c(F)cccc2s1	98	1	101	-4	99	-1	98	99	-7	-6	101
Cc1ccc2oc(=O)c3cnn(CC(=O)N4CCc5ccccc5C4)c3c2c1	101	-12	98	-5	99	-8	99	101	1	-5	103
COC(=O)/C=C1/N/C(=N\c2nc(C)cc(C)n2)N(c2ccc(C)c(C)c2)C1=O	95	-18	95	-11	97	-8	93	96	0	-3	92
N#CC(C(=O)NCCc1ccccc1)c1nc2ccccc2nc1N1CCOCC1 (stereo not given)	96	-11	97	-9	99	-7	94	97	3	-2	97
O=C(c1sc2ccccc2c1Cl)N(Cc1ccco1)C1CCS(=O)(=O)C1 (stereo not given)	98	-8	100	-5	100	-8	99	99	0	0	103
Cc1cc(C)nc(N2CCC(C(=O)Nc3ccc4c(c3)OCCO4)CC2)n1	100	-1	97	2	93	0	97	97	3	0	97
CC(C)OCCCNC(=O)c1cc(Sc2ccc(F)cc2)nc2ccccc12	100	-5	103	-4	101	-6	100	100	-2	-4	103
Cc1cc(=O)oc(C)c1C(=O)OC(C(=O)c1ccccc1)c1ccccc1 (stereo not given)	99	0	100	-5	98	0	99	100	0	-4	101
COc1ccc(OC)c(C(=O)N2CCC(C(=O)c3ccc(F)cc3)CC2)c1	100	-3	103	-7	97	-3	99	99	-5	-7	103
Clc1ccc2c(c1)C(N1CCNCC1)Cc1ccccc1S2 (stereo not given)	99	-4	99	0	100	-1	99	99	0	0	105
O=C(CC1C(=O)NCCN1Cc1cccc(Oc2ccccc2)c1)NCCc1ccccn1 (stereo not given)	97	5	97	3	95	-1	96	96	-4	-1	98
CC(C)(C)C1=Nn2c(nnc2C2CCCCC2)SC1	93	-10	92	-3	93	-7	92	93	0	-6	96
CCn1c(C)nc2cc(C(=O)NNC(=O)Nc3ccc(Cl)cc3)ccc21	96	-2	95	-4	95	-2	95	98	1	0	102
C=CCNC(=O)C1CCN(c2cc(C)nc(-c3ccccc3)n2)CC1	95	-5	97	-4	98	-1	96	98	0	-1	100
CN=c1scc(-c2cccs2)n1/N=C/c1ccccc1O	102	0	95	0	96	0	100	98	-1	-1	98
C=C(C)CC(NCc1ccco1)c1ccc(OC)cc1 (stereo not given)	102	-3	103	-1	101	-6	97	103	0	-2	105

Among those listed so far, 2 contain a cyano group:
SMILES	Rab2A wt mod	Bfl-1 Bim block	Cdc42 wt GTP	Bcl-B Bim block	Rab7 wt GTP bind	Bim-Bcl-2	Rac1 mut GTP	HRas wt GTP	Bcl-W Bim block	Bim-Bcl-XL	Rac1 wt modul
N#Cc1c(NC(=S)NC(=O)C2CCCC2)sc2c1CCCCC2	96	1	99	-9	95	-2	98	97	-6	-8	102
N#CC(C(=O)NCCc1ccccc1)c1nc2ccccc2nc1N1CCOCC1 (stereo not given)	96	-11	97	-9	99	-7	94	97	3	-2	97
